Screening results from PubChem BioAssay.
H9c2 TAG inh = triacylglycerol accumulation inhibition. AID 651582. H9c2 cells, Nile Red lipid (TAG) fluorescence; cells loaded with 200 µM oleic acid. inhibition, % at 12.5 µM. 230,000 tested, 0.66% active;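 active = pattern-corrected inhibition of lipid staining of at least 50% with the nuclear-stain viability signal not falling by more than 50%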;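 also: 0% = DMSO wells and 100% = triacsin C control wells; some results filed as inactive read as strong as hits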
H9c2 TAG inh DAPI viability = further read-out of H9c2 TAG inh, marked with its call; DAPI nuclei signal change (viability), lower = more cytotoxic, %;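 whole-well DAPI fluorescence read on a plate reader as a viability signal; minus 50 percent equals half of cells still viable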
Active calls of the source: *.

cpd	Structure	H9c2 TAG inh DAPI viability	H9c2 TAG inh
1	CCOc1ccc(OCCC(=O)OCC(=O)Nc2cc(C)nn2-c2ccccc2)cc1	-3	-9
2	CSCCC(NC(=O)c1ccco1)C(=O)NCc1ccc2c(c1)OCO2 (configuration not stated)	11	4
3	CC1CCCCN1Cc1c(O)ccc2c(=O)c(-c3nc4ccccc4s3)coc12 (configuration not stated)	-9	13
4	CC(=O)c1cccc(OCC(=O)Nc2ccccc2N2CCOCC2)c1	-3	3
5	CC(=O)c1cccc(NC(=O)C(C)OC(=O)c2cccc(-n3cnnn3)c2)c1 (configuration not stated)	5	15
6	CCNC1CCS(=O)(=O)C1 (configuration not stated)	2	1
7	CCC1(c2ccccc2)NC(=O)N(CC(=O)Nc2ccccc2N2CCCCC2)C1=O (configuration not stated)	6	2
8	CN(C)CCOC1c2ccccc2CCc2ccc3ccccc3c21 (configuration not stated)	-2	23
9	O=C(Cc1n[nH]c(=O)c2ccccc12)OCC(=O)c1ccc2c(c1)OCCO2	-34*	81*
10	CC(C)(CNC(=O)c1ccc(Cl)c(S(=O)(=O)N2CCc3ccccc3C2)c1)N1CCOCC1	13	-26
11	CN(CC(=O)Nc1cccc(F)c1)C(=O)CCCc1nc2ccccc2c(=O)[nH]1	-9	1
12	Clc1ccccc1NN=Cc1ccccn1	-5	-24

Structural class, the compounds so far containing nitrogen in an aromatic ring.
cpd	Structure	H9c2 TAG inh DAPI viability	H9c2 TAG inh
1	CCOc1ccc(OCCC(=O)OCC(=O)Nc2cc(C)nn2-c2ccccc2)cc1	-3	-9
3	CC1CCCCN1Cc1c(O)ccc2c(=O)c(-c3nc4ccccc4s3)coc12 (configuration not stated)	-9	13
5	CC(=O)c1cccc(NC(=O)C(C)OC(=O)c2cccc(-n3cnnn3)c2)c1 (configuration not stated)	5	15
9	O=C(Cc1n[nH]c(=O)c2ccccc12)OCC(=O)c1ccc2c(c1)OCCO2	-34*	81*
11	CN(CC(=O)Nc1cccc(F)c1)C(=O)CCCc1nc2ccccc2c(=O)[nH]1	-9	1
12	Clc1ccccc1NN=Cc1ccccn1	-5	-24

(more compounds)
cpd	Structure	H9c2 TAG inh DAPI viability	H9c2 TAG inh
13	Clc1ccc(SCCCN2CCCCC2)cc1	6	7
14	Cc1ccc(S(=O)(=O)N2CCN(Cc3ccco3)CC2)cc1C	-1	-1
15	O=C(Nc1ccc(Br)cc1)N1CCCCCCC1	-12	24
16	COCCNC(=O)c1c[nH]n2c(=O)cc(C3CCN(C(=O)OC(C)(C)C)CC3)nc12	-5	-46
17	COc1ccc(/C=C/C(=O)NNC(=O)c2ccncc2)c(OC)c1	3	3
18	CCn1c(SCC(=O)Nc2ccccc2F)nc2c(c1=O)SC(C)C2 (configuration not stated)	5	-4
19	Cc1nnc(SC(C)C(=O)N(C)C2CCCCC2)n1N (configuration not stated)	0	8
20	CN(CC(=O)Nc1ccc(Cl)c(Cl)c1)C(=O)CNC(=O)Cc1ccccc1	-4	12
21	Cc1cccc(C(=O)NCCC(=O)N2CCc3ccccc3C2)c1	-11	-9
22	CCOC(=O)N1CCC(NS(=O)(=O)c2ccc(C#N)cc2)CC1	0	-6
23	CCOC(=O)[C@H]1[C@H]2COc3ccc(C)cc3[C@@H]2N2C(=O)[C@@H](CO)NC(=O)[C@@]12C	9	-9
24	CCCC(=O)NCCCc1nc2ccccc2n1CC	-9	11
25	Cc1nn(CC#N)c(=O)n1-c1ccc(C(C)C)cc1	-1	0
26	CC(CCC(=O)Nc1nncs1)C(=O)O (configuration not stated)	-6	-2
27	CN(C)c1nc(-c2ccccc2)nnc1C(F)(F)F	-1	-4
28	Oc1ccc(-c2nncn2-c2ccccc2)cc1	3	-5
29	Cc1ccc(-c2nnn(CC(=O)Nc3cccc4c3CCCC4)n2)o1	-15	-3
30	C[C@H]1CN([C@@H](C)CO)C(=O)CCCn2cc(nn2)CO[C@@H]1CN(C)C(=O)Nc1ccc(C(C)(C)C)cc1	-7	-6
31	Cc1cccc(NC(=O)C23CCC(C)(C(=O)O2)C3(C)C)c1 (configuration not stated)	5	0
32	COC(=O)C[C@H]1c2cc(C(F)(F)F)ccc2S(=O)(=O)N1Cc1ccccc1OC	5	-55
33	O=C(CSc1nc2ccc(S(=O)(=O)N3CCOCC3)cc2[nH]1)N1CCOCC1	-11	1
34	COCCN(CC(=O)NCc1ccc(OC)cc1)C(=O)CCC(=O)Nc1nccs1	-4	-13
35	O=C(CCc1nc2ccccc2s1)OCc1ccccc1	13	4
36	CSc1ccc(/C=C/C(=O)OCC(=O)NCC2CCCO2)cc1 (configuration not stated)	16	3
37	COc1ccc(C(=O)NCC(=O)OCc2c(Cl)cccc2Cl)cc1OC	-1	9
38	O=C(Cc1ccc(F)cc1)OCN1C(=O)c2ccccc2C1=O	-1	4
39	C=CCOc1ccc(C2C(C(=O)c3ccco3)=C(O)C(=O)N2c2nnc(C)s2)cc1 (configuration not stated)	5	-4
40	COc1ccccc1OCCC(=O)OCC(=O)c1c(N)n(C)c(=O)n(C)c1=O	-7	12
41	CCN(CC(=O)Nc1ccc(N2CCOCC2)cc1)CC(=O)NC(C)(C)C	-5	-1
42	Cc1nnc(SCCn2c(N3CCCC(C)C3)nc3c2c(=O)n(C)c(=O)n3C)s1 (configuration not stated)	-4	-20
43	COc1cccc(NC(=O)N2CCCC(C(=O)NCc3ccc(F)cc3)C2)c1 (configuration not stated)	-6	3
44	CC[N+](C)(CC)CCC/C(=N/O)C(O)(c1ccccc1)c1ccccc1	4	-2
45	O=C(COc1ncnc2scc(-c3ccc(F)cc3)c12)NCc1ccco1	0	5
46	COC(=O)/C(=C/Nc1ccc(O)cc1)[N+](=O)[O-]	-4	3
47	COc1ccc(N(CC(=O)Nc2ccc3c(c2)OCO3)S(=O)(=O)c2ccc(F)cc2)cc1	-2	-12
48	CCN(CC)c1ccc(C(=C2C=CC(=[N+](CC)CC)C=C2)c2ccc(S(=O)(=O)O)cc2S(=O)(=O)[O-])cc1	-8	-48
49	CC(=NNC(=S)N1CC2CCC(CC2)C1)c1ccccn1	10	-1
50	CC(=O)Nc1ccc(S(=O)(=O)NNC(=O)COc2ccc(C)cc2)cc1	9	-39
51	Cc1nn(-c2ccccc2)c(C)c1NC(=O)COC(=O)Cc1ccccc1F	16	0
52	c1ccc2oc(SCc3cn4ccsc4n3)nc2c1	3	-9
53	COc1ccccc1CCn1cnc2c3cc(C)ccc3n(C)c2c1=O	15	-16
54	C=CCn1c(N)c(C(=O)NCC2CCCO2)sc1=S (configuration not stated)	0	-9
55	CC(CCc1ccccc1)NC(=O)COc1cc(F)ccc1[N+](=O)[O-] (configuration not stated)	-5	0
56	CC1S/C(=N\N=C\c2cccc([N+](=O)[O-])c2)N(C(C)(C)C)C1=O (configuration not stated)	-8	7
57	Cc1ccc(OC(=O)c2ccc3c(=O)n4c(nc3c2)CCC4)cc1	3	7
58	Cc1ccc(S(=O)(=O)NC(CC(=O)NC2CCCC2)c2ccco2)cc1 (configuration not stated)	4	-10
59	COc1ccc(C(=O)NC2CCN(C(=S)Nc3cc(C)cc(C)c3)CC2)cc1	-4	5
60	Cc1ccc(C(c2nnnn2C2CCCC2)N2CCN3CCCC3C2)cc1 (configuration not stated)	1	4

Four entries from above, with one line to a screen:
51: Cc1nn(-c2ccccc2)c(C)c1NC(=O)COC(=O)Cc1ccccc1F
60: Cc1ccc(C(c2nnnn2C2CCCC2)N2CCN3CCCC3C2)cc1 (configuration not stated)
55: CC(CCc1ccccc1)NC(=O)COc1cc(F)ccc1[N+](=O)[O-] (configuration not stated)
56: CC1S/C(=N\N=C\c2cccc([N+](=O)[O-])c2)N(C(C)(C)C)C1=O (configuration not stated)

Screen / compound no.	51	60	55	56
H9c2 TAG inh DAPI viability	16	1	-5	-8
H9c2 TAG inh	0	4	0	7

(cont.)
cpd	Structure	H9c2 TAG inh DAPI viability	H9c2 TAG inh
61	CCCc1cc(C(=O)OCC(=O)N2CCN(c3ccc(OC)cc3)CC2)sc1C	5	-17
62	COc1ccc(Br)c(C(=O)OCC(=O)Nc2cc(C)on2)c1	3	0
63	O=[N+]([O-])c1ccc(-c2ccc(/C=N/Nc3nc(N4CCCC4)nc(N4CCCC4)n3)o2)cc1	13	18
64	CC(C)Oc1ccc(C2CC(=O)N(c3cccc(C(=O)O)c3)C2=O)cc1 (configuration not stated)	11	1
65	COc1ccc(S(=O)(=O)Nc2ccc(N3CCOCC3)nc2)cc1	14	-19
66	CCc1nnc(NC(=O)CSc2nnc(COc3ccc(C#N)cc3)n2-c2ccccc2)s1	1	0
67	Cc1ccc(-c2csc(NC(=O)CCNC(=O)c3ccco3)n2)cc1	-5	18
68	Cc1nnc(SCc2cc(=O)[nH]c(N3CCN(Cc4ccccc4)CC3)n2)s1	-7	13
69	Cc1cc(NC(=O)C(C)SCC(=O)Nc2ccc(SC(F)F)cc2)no1 (configuration not stated)	-5	-4
70	CC1CCC(C(C)C)C(OCC(O)CN2CCN(Cc3ccccc3)CC2)C1 (configuration not stated)	12	-15
71	CCN(CC)S(=O)(=O)c1cccc(C(=O)N/N=C(\C)c2cccs2)c1	-8	5
72	COc1ccc(CNc2ccc3c(c2)nc(C)n3C)cc1OC	-3	8

Reprinted: entries 1–5
cpd	Structure	H9c2 TAG inh DAPI viability	H9c2 TAG inh
1	CCOc1ccc(OCCC(=O)OCC(=O)Nc2cc(C)nn2-c2ccccc2)cc1	-3	-9
2	CSCCC(NC(=O)c1ccco1)C(=O)NCc1ccc2c(c1)OCO2 (configuration not stated)	11	4
3	CC1CCCCN1Cc1c(O)ccc2c(=O)c(-c3nc4ccccc4s3)coc12 (configuration not stated)	-9	13
4	CC(=O)c1cccc(OCC(=O)Nc2ccccc2N2CCOCC2)c1	-3	3
5	CC(=O)c1cccc(NC(=O)C(C)OC(=O)c2cccc(-n3cnnn3)c2)c1 (configuration not stated)	5	15

Additional compounds:
cpd	Structure	H9c2 TAG inh DAPI viability	H9c2 TAG inh
73	CC(C)c1ccc[n+](-c2nc([O-])sc2C=O)c1	-4	8
74	COc1cccc(OC)c1C(=O)Nc1ccc(CN2CCCCC2)cc1	1	0
75	CC(=O)c1ccc(C(=O)Nc2sc3c(c2C(N)=O)CCN(Cc2ccccc2)C3)cc1	15	18
76	COc1cccc(NS(=O)(=O)c2cc(C)sc2C)c1	-49	8
77	Cc1[nH]n(-c2cccc(Cl)c2)c(=O)c1C=NC12CN3CN(CN(C3)C1)C2	-8	7
78	O=C(N=Nc1c(O)n(C2OC(=O)c3ccccc32)c2ccccc12)c1ccc(O)cc1 (configuration not stated)	11	-18
79	Cc1ccc(-c2cc(=O)c3ccc(F)cc3[nH]2)cc1	2	4
80	O=C(Nc1cccc(NC(=O)c2ccccc2)n1)c1ccccc1	-4	15
81	CCOc1ccc(CNC(=O)C(CC)n2nc(C)n3c(cc4occc43)c2=O)cc1OC (configuration not stated)	-5	20
82	Cc1ccc(-n2nc(C)cc2N)c(C)c1	-5	10
83	Cc1nc([N+](=O)[O-])c(Br)n1CC(=O)c1ccccc1	-2	-1
84	CN(C(=O)COC(=O)c1c[nH]c2ccccc12)c1ccccc1	1	-7

Structures above with bromine, in the order listed:
cpd	Structure	H9c2 TAG inh DAPI viability	H9c2 TAG inh
15	O=C(Nc1ccc(Br)cc1)N1CCCCCCC1	-12	24
62	COc1ccc(Br)c(C(=O)OCC(=O)Nc2cc(C)on2)c1	3	0
83	Cc1nc([N+](=O)[O-])c(Br)n1CC(=O)c1ccccc1	-2	-1

Additional results:
cpd	Structure	H9c2 TAG inh DAPI viability	H9c2 TAG inh
85	COc1ccc(NC(=O)CN(C)C(=O)c2c(C)nn(Cc3ccccc3)c2C)cc1	2	11
86	CC1(C)CC(=O)C2=C(C1)Nc1ccccc1NC2c1nc2ccccc2[nH]1 (configuration not stated)	0	-13
87	O=C(COC(=O)CNC(=O)c1ccc(Br)o1)Nc1ccc2c(c1)OCCO2	4	14
88	Nc1nc(SCC(=O)Nc2cccc(F)c2)n[nH]1	-3	-1
89	COc1ccccc1OCCn1c(=S)[nH]c2ccccc21	1	-1
90	CCN1C(=O)[C@H]2[C@@H](c3ccc(C)cc3)N3C(=O)N(c4ccccc4)C(=O)[C@@]3(C)[C@H]2C1=O	-2	8
91	CCC(C)NC(=O)CN(C1CCCCC1)S(=O)(=O)c1ccc(F)cc1 (configuration not stated)	2	-8
92	Cc1nc2c(n1O)CCC/C2=N\O	-2	20
93	COc1ccc(Oc2c(Cl)cnn(-c3ccc(C)cc3)c2=O)cc1	-4	-1
94	Cc1cnc(C)c(N2CCC(C(=O)NCc3ccco3)CC2)n1	-2	-5
95	CC(=O)Nc1cccc(C(=O)OCc2ccccc2)c1	-5	-23
96	CC(C)(C)NC(=S)NCc1ccncc1	6	-11

The list is partial (hit frequency here may not be typical).
